APJ antag – antagonists of human APJ apelin receptor; inhibition, % at 20 µM; CHO-K1 APJ beta-arrestin complementation, luminescence; actives 0.32% (n = 330,000); P35414;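 active = inhibition above about 40% at 20 µM, limit read from the data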;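 also: cells challenged with 10 nM apelin-13 agonist together with compound; plate controls were apelin-13 plus DMSO wells for no effect and DMSO wells lacking apelin-13 for full effect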
Target sequence (P35414 whole entry, looked up): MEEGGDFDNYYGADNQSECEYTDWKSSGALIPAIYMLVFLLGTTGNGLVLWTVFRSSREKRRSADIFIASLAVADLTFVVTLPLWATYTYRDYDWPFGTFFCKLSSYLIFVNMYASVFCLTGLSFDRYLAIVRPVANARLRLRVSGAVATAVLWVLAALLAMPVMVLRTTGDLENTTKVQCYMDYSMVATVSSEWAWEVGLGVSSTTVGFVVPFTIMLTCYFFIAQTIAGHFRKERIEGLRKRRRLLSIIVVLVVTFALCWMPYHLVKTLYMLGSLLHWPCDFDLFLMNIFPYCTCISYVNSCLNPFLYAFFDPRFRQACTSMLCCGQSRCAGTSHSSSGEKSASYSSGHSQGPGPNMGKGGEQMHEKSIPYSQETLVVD
CCR6 antagonist – blocks CCL20-driven beta-arrestin recruitment at human CCR6 | CHO-K1 CCR6 PathHunter beta-arrestin, luminescence, CCL20-stimulated | inhibition, % at 20 µM | actives 0.49% (n = 340,000) | AID 493098;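 active = compounds whose inhibition of the agonist-driven luminescence signal at 20 µM reaches about 50%, limit read from the data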;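 also: cells stimulated with CCL20 at 14 nM final; plate controls were DMSO with CCL20 for no effect and DMSO without agonist for full effect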
APJ agonist – agonists of human APJ apelin receptor; AID 2520; actives 0.11% (n = 330,000); CHO-K1 APJ PathHunter beta-arrestin, luminescence; 0% DMSO wells, 100% apelin; P35414; activation, % at 20 µM;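 active = activation more than six SD over the plate average, tested at 20 µM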;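 also: 0% = DMSO alone and 100% = apelin-13 at 10 nM; some results filed as inactive read as strong as hits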
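Assay system: CHO-K1 APJ beta-arrestin complementation cell line / Compound: single test compound dose, 20 µM final, 1% DMSO / Times: overnight seeding, 90 min compound at 25 °C, 1 h detection / Technique: beta-gal luminescence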
UPR XBP1 act – activators of adaptive arm of unfolded protein response (XBP1); CHO-XBP1 luciferase reporter, IRE1-XBP1 UPR activation, luminescence; percent of tunicamycin response, DMSO as zero; activation, % at 20 µM; actives 0.33% (n = 330,000);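 active = versus positive control, 20 µM dose yields 30% or more activation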;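 also: 100% = tunicamycin at 10 µg/mL and 0% = DMSO only wells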
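Material: CHO cell line with stable XBP1 luciferase reporter; buffer or medium: F12 medium containing 10% fetal bovine serum; compound: single point, 20 µM final compound, 1% DMSO; incubation: 6 h treatment, 37 °C; measured by: glow luminescence from Steady-Glo reagent; evaluation: activation, % of tunicamycin; control set: tunicamycin high, DMSO low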
Mdm2-MdmX inh – human Mdm2/MdmX binding inhibition. O15151+Q00987. SaOS-2 split-luciferase Mdm2/MdmX complementation, luminescence. inhibition, % at 8 µM. actives 3% (n = 330,000). AID 485346;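 active = inhibition of at least 50% at 8 µM in the primary screen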
UPR CHOP act – apoptotic UPR (CHOP) activation. CHO-CHOP luciferase reporter, luminescence; percent of tunicamycin response over DMSO baseline. activation, % at 10 µM. actives 0.34% (n = 330,000);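 active = at 10 µM dose, activation of 40% or more, normalized to positive control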;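 also: 100% = tunicamycin at 10 µg/mL and 0% = DMSO alone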
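Dosing – one dose, 10 µM in 0.5% DMSO · System – CHO-CHOP cells, stable luciferase reporter of PERK-eIF2a-CHOP signalling · Input – 500 cells/well · Control set – tunicamycin 10 µg/mL final as positive, DMSO-only wells as negative · Timing – 6 h compound treatment, 37 °C · Measure – % activation vs tunicamycin · Technique – luminescence read with Steady-Glo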
CXCR6 inh – blocks human CXCR6 beta-arrestin recruitment. actives 0.36% (n = 360,000). CHO-K1 PathHunter CXCR6 beta-arrestin, luminescence. inhibition, % at 20 µM. AID 602244; in the data active = inhibition above about 34%, passing the limit was not always enough;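 also: antagonist mode with CXCL16 agonist at 10 nM final; 0% = 10 nM CXCL16 with DMSO and 100% = unstimulated wells without agonist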
Target sequence (O00574 whole entry, looked up): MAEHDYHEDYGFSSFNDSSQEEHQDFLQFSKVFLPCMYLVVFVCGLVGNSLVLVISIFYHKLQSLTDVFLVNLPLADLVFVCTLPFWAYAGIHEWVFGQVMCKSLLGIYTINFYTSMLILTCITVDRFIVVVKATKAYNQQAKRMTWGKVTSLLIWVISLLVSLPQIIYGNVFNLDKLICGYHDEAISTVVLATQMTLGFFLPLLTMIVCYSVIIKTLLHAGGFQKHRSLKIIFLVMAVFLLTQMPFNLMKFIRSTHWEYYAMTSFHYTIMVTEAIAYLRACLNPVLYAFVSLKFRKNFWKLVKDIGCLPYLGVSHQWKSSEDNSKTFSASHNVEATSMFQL
EBI2 antag – EBI2 (human) antagonism; P32249; EBI2 beta-arrestin recruitment, luminescence, 7a,25-OHC stimulated; inhibition, % at 5 µM; actives 0.81% (n = 360,000); in the data active = inhibition above about 38%;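 also: enzyme fragment complementation signal reports receptor beta-arrestin coupling in cells; 0% = agonist plus DMSO wells and 100% = wells without agonist; some results beyond the cut were filed as inactive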
Target sequence (P32249 whole entry, looked up, the tested form may be a part): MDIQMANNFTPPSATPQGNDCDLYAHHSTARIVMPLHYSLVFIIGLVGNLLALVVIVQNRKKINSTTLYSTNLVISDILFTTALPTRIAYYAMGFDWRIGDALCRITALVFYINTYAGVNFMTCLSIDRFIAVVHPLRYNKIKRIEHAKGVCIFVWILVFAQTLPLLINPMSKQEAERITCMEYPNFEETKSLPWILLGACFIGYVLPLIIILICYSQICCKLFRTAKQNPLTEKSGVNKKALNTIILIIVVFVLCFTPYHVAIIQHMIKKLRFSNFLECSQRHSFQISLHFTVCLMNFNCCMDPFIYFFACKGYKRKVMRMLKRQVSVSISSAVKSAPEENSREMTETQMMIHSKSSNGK
tim23-1 inh – tim23-1 yeast growth inhibition; S. cerevisiae tim23-1 growth, BacTiter-Glo luminescence, 24 h; inhibition, % at 20 µM; actives 1.3% (n = 330,000);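 active = growth inhibition of the mutant yeast at or above 50%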;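 also: temperature-sensitive mutant grown at 25 °C; plate controls were DMSO-treated mutant yeast for no effect and medium wells lacking yeast for full effect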
* hit, by the source's call; . = no result given.

SMILES | APJ antag | CCR6 antagonist | APJ agonist | UPR XBP1 act | Mdm2-MdmX inh | UPR CHOP act | CXCR6 inh | EBI2 antag | tim23-1 inh
Cc1ccc(-n2c(N)cc(=O)nc2SCC(=O)N2CCN(c3ccccc3)CC2)cc1C | 30.6 | 9.2 | 0.9 | 0.6 | 14.9 | 0.0 | 5.0 | -4.1 | 9.3
COc1ccc(N(S(=O)(=O)c2ccccc2)S(=O)(=O)c2ccccc2)c(N)c1 | -16.3 | 0.2 | -2.4 | -5.9 | 36.6 | 1.7 | 5.3 | -0.3 | 28.3
O=C1NCCCc2nc(Oc3ccccc3)sc21 | -14.6 | 6.8 | -3.5 | -1.6 | 8.7 | -0.9 | 4.2 | -1.0 | 3.1
Cc1cc(Nc2cccc(Br)c2)c2ccccc2n1 | 8.8 | 5.2 | -4.3 | -5.3 | 15.7 | 2.0 | -4.8 | -5.1 | 3.3
N#CC1=C(N)Oc2cc(O)ccc2C1c1ccccc1 (stereo unspecified) | 6.7 | 5.5 | -2.6 | -2.0 | 9.3 | -2.4 | 4.9 | 9.9 | -14.2
O=C(N/N=C/C=C/c1ccccc1[N+](=O)[O-])c1cc(-c2ccccc2)n[nH]1 | -2.6 | 21.8 | 3.6 | -0.6 | 6.8 | -0.1 | 8.2 | 8.3 | 13.3
CC(=O)N1c2ccc(S(=O)(=O)NCCc3ccc(S(N)(=O)=O)cc3)cc2CC1C (stereo unspecified) | 2.8 | 6.0 | -5.4 | -1.6 | 11.1 | -1.2 | -0.2 | -2.5 | -13.3
Cc1nn(CC(=O)N(C)C)c(C)c1S(=O)(=O)N1CCOCC1 | 2.6 | 3.1 | -0.1 | -2.5 | -1.0 | 1.2 | -2.2 | 1.1 | 6.1
Cc1ccc(OC(=O)c2ccc(Br)o2)cc1 | 10.2 | -6.8 | 1.1 | 5.1 | -5.8 | 8.8 | -8.3 | -7.9 | 5.1
O=C(Nc1ccc(NC(=O)c2ccco2)cc1)c1ccco1 | -3.2 | -6.1 | 2.7 | -2.7 | -17.1 | 2.7 | 9.0 | 1.2 | 45.7
CCOc1ccc(/C(CCC(=O)O)=N/NC(=O)c2cccc(S(=O)(=O)Nc3ccccc3OC)c2)cc1 | 3.1 | -3.4 | -3.3 | -0.7 | 34.2 | 0.3 | -5.2 | -19.6 | 2.6
Cc1nc2c(ncn2-c2ccccc2)c(=O)n1NC(=O)CN1CCN(C)CC1 | 14.7 | 1.3 | 2.8 | -2.7 | 17.7 | -1.7 | -6.1 | 2.9 | 2.6
CCOc1ccccc1N(CC(=O)NC1CCCC1)C(=O)CCCC(=O)Nc1ccccn1 | -17.7 | -14.4 | -0.5 | -0.7 | 2.6 | -2.0 | 5.8 | -3.5 | 7.6
CC1CC(C)CN(S(=O)(=O)N2CCCC(C(=O)NC(C)c3ccccc3)C2)C1 (stereo unspecified) | 4.6 | 17.1 | 3.5 | -2.2 | 10.1 | 1.0 | 8.1 | -12.6 | 17.7
CC(C)c1ccc(C2C(C(=O)c3ccco3)=C(O)C(=O)N2CC2CCCO2)cc1 (stereo unspecified) | 2.2 | -0.7 | -1.4 | 4.2 | 9.2 | 0.5 | -1.4 | -0.2 | 15.9
Cc1nnc(SCC(=O)NC(=O)NCCC(C)C)s1 | -7.8 | 4.6 | -0.8 | 1.8 | 6.2 | -1.0 | 5.3 | -9.6 | -0.7
CN1CCCCCC1C(=O)N1CCC(N2CCC(C(=O)N3CCOCC3)CC2)CC1 (stereo unspecified) | -33.3 | -6.8 | -2.0 | -5.6 | -11.1 | 0.0 | 7.8 | -7.6 | 15.3
COC(=O)C(C(=O)Nc1nc2ccccc2s1)C1CCCC1 (stereo unspecified) | -0.9 | 10.4 | -3.0 | -3.5 | -2.8 | 1.4 | -5.0 | 3.6 | 4.0
CN1C(=S)SC(C)(C)C1/[N+]([O-])=C/c1cccnc1 (stereo unspecified) | -6.4 | -14.9 | -4.7 | -1.7 | 2.7 | -1.1 | -6.4 | 4.2 | -5.7
O=C(NC(=S)NC1CCSC1=O)c1ccccc1Cl (stereo unspecified) | 5.5 | 4.5 | -4.0 | -3.6 | 4.5 | -1.6 | -2.2 | 8.4 | 14.9
Cc1cccc(N2N=C(C(=O)O)CCC2=O)c1 | 1.3 | 19.7 | -4.7 | -1.8 | -27.5 | -2.3 | 5.9 | 12.1 | 21.8
CCCCn1c(N)c(N(CC(C)C)C(=O)c2ccc(Br)o2)c(=O)[nH]c1=O | 28.2 | -1.3 | -1.4 | -3.1 | 25.9 | 0.8 | -0.7 | -5.2 | 0.0
CCN(CC)CCNC(=O)COc1ccc(Cl)cc1Cl | 15.2 | -25.8 | -2.9 | -2.2 | -0.9 | -1.8 | 4.5 | -3.9 | -3.3
CCOC(=O)C1Nc2c(cc(C(F)(F)F)cc2[N+](=O)[O-])C2c3ccccc3CC12 (stereo unspecified) | -73.0 | 18.1 | 2.6 | -3.8 | 24.5 | -1.1 | -7.7 | 1.5 | 9.6
CCc1cccc2c1Sc1ccccc1CC2N1CCNCC1 (stereo unspecified) | -10.8 | 19.2 | 1.5 | 6.1 | 71.2* | 5.7 | -6.1 | -24.9 | -25.0

Looked up above:
UPR CHOP act result of CCc1cccc2c1Sc1ccccc1CC2N1CCNCC1 (stereo unspecified) : 5.7
CCR6 antagonist result of CCOc1ccccc1N(CC(=O)NC1CCCC1)C(=O)CCCC(=O)Nc1ccccn1 : -14.4

Carrying on:
SMILES | APJ antag | CCR6 antagonist | APJ agonist | UPR XBP1 act | Mdm2-MdmX inh | UPR CHOP act | CXCR6 inh | EBI2 antag | tim23-1 inh
CCOC(=O)c1c(NC(=O)CSc2ncccn2)sc2c1CC(C)(C)NC2(C)C | 14.5 | 5.4 | -7.6 | 0.0 | 35.2 | -0.4 | 0.1 | -3.5 | 14.8
Cc1cccc(NC(=O)c2ccc3c(c2)C(=O)N(c2ccccn2)C3=O)c1C | 2.6 | 8.6 | 5.2 | -3.5 | -9.3 | 0.6 | 6.1 | -7.0 | 15.9
CCCC(=O)N(Cc1cc(=O)[nH]c2ccccc12)c1ccccc1 | 12.2 | 11.1 | -5.6 | -3.7 | 12.6 | -1.0 | -8.0 | -3.2 | 8.9
CCC1N=C(SC)NC(C)=C1C(=O)c1ccccc1 (stereo unspecified) | 16.6 | 15.0 | -1.4 | 0.3 | 15.0 | -1.1 | 7.7 | -0.2 | 11.3
COc1ccc(NC(=O)C(=O)c2cn(CC(=O)N3CCCC3)c3ccccc23)cc1OC | -11.2 | 13.1 | 2.6 | -4.2 | 33.7 | 0.6 | 10.7 | 0.6 | 4.8
Cc1ccc(Cl)cc1NC(=O)CCC(=O)O | 22.7 | 5.6 | -4.9 | -0.5 | 20.0 | -1.8 | -0.5 | -0.3 | -5.6
O=C(c1ccco1)N(Cc1ccco1)Cc1cc2ccccc2[nH]c1=O | 12.0 | 14.5 | -1.1 | -0.5 | 26.7 | -0.5 | 0.8 | -9.7 | 1.4
C=CS(=O)(=O)N(Cc1ccc(Cl)c(Cl)c1)C[C@@H](O)CO | . | 3.6 | . | -1.6 | 81.0* | 2.8 | -3.2 | -3.9 | 37.7
C#CCOCCOCCOCCNc1nc(N2CCN(C(=O)[C@H](CC(N)=O)n3cc([C@@H](N)CC(N)=O)nn3)CC2)nc(N2CCN(C(=O)[C@H](CC(N)=O)n3cc([C@@H](N)CC(N)=O)nn3)CC2)n1 | 0.3 | 9.8 | 0.5 | -1.5 | 23.8 | 1.1 | -2.1 | -5.3 | 7.2
C(=N\N1CCN(Cc2ccccc2)CC1)/c1ccccc1 | -7.5 | 5.5 | -1.9 | 0.9 | -22.4 | 2.8 | 0.4 | 4.0 | 9.1
COc1cc(-c2noc(C)c2C#CC2(N)CCCCC2)cc(OC)c1OC | 15.2 | 6.8 | -1.5 | 1.7 | 28.1 | -0.3 | 3.5 | 7.5 | -0.8
CC1CCc2nn(CC(=O)NCCN3CCCCC3C)cc2C1 (stereo unspecified) | -6.1 | 9.6 | -3.7 | -1.3 | -6.7 | 1.8 | -4.1 | -2.1 | 1.7
Cn1nc(-c2ccc(C(=O)O)cc2)c2ccccc2c1=O | 3.4 | 6.1 | -4.2 | -1.2 | -0.4 | -2.6 | -4.8 | 0.9 | 3.5
Cc1ccc(C)c(S(=O)(=O)N2CC(=O)Nc3ccccc32)c1 | -7.8 | -1.8 | -0.3 | -1.2 | 19.3 | -1.6 | -15.3 | -11.1 | 8.8
O=C1c2ccccc2C(=O)N1CC1c2ccccc2CCN1C(=O)C1CCCCC1 (stereo unspecified) | -2.9 | 6.7 | -0.5 | -2.5 | 6.6 | -1.0 | 5.3 | 8.5 | 37.6
O=C(CCN1CCc2ccccc2C1)Nc1ccccc1F | 8.8 | 16.3 | -5.5 | 0.2 | 0.2 | 1.5 | -1.3 | 2.9 | 2.7
CSc1ccc(CCNC(=O)CSc2ccsc2[N+](=O)[O-])cc1 | -4.9 | 1.1 | 0.9 | -2.0 | 18.3 | -1.2 | 5.4 | 16.7 | 3.7
O=C(CSc1nnc(-c2c[nH]c3ccccc23)n1CC1CCCO1)Nc1ccc2c(c1)OCCO2 (stereo unspecified) | 2.1 | -35.0 | -1.3 | -5.0 | 31.0 | 1.1 | -1.5 | -9.9 | 4.7
CC1=CC(=O)C(C(C)C)=C/C1=N/OS(=O)(=O)c1ccccc1 | -34.6 | 7.3 | 184.6* | -8.5 | 100.2* | -8.7 | -2.9 | -44.1 | 48.5
COC(=O)c1ccc(-c2noc(CN(C)Cc3ccncc3C)n2)cc1 | 1.4 | -1.4 | 0.0 | 2.7 | 1.9 | 2.7 | 5.4 | -5.0 | 0.0
Cc1ccc2nc(SCC(=O)NC3CCCC3)[nH]c2c1 | 16.5 | -2.1 | 0.6 | -1.0 | -9.0 | 1.1 | 5.1 | 6.2 | 5.7
Cc1cnc(C(=O)OC(C)C(=O)Nc2cccc3ccccc23)cn1 (stereo unspecified) | 11.6 | 3.5 | 1.9 | -1.6 | -5.1 | -0.5 | 2.9 | -7.6 | 3.8
CNC(=O)CCSc1ccc(C)cc1 | -5.1 | 5.7 | -2.5 | 1.3 | 10.8 | 1.2 | -1.5 | -8.8 | -1.7
O=C1CCCN1CCCNC(=S)Nc1ccc(Br)cc1Cl | 13.3 | 8.9 | -2.3 | 4.0 | -25.4 | 1.6 | 2.0 | -6.5 | 4.5

Only APJ agonist (4 entries from above):
SMILES	APJ agonist
CCOC(=O)c1c(NC(=O)CSc2ncccn2)sc2c1CC(C)(C)NC2(C)C	-7.6
O=C1c2ccccc2C(=O)N1CC1c2ccccc2CCN1C(=O)C1CCCCC1 (stereo unspecified)	-0.5
Cn1nc(-c2ccc(C(=O)O)cc2)c2ccccc2c1=O	-4.2
Cc1cnc(C(=O)OC(C)C(=O)Nc2cccc3ccccc23)cn1 (stereo unspecified)	1.9

An excerpt, so the mix of outcomes need not match the whole.
